Screening results from PubChem BioAssay.
Furin inh – inhibitors of human furin; P09958; purified furin, fluorogenic substrate cleavage; inhibition, % at 30 µM; 220,000 compounds, 0.061% hits; in the data active = inhibition above about 25%; note: inactives centre near -15
Tb hexokinase – blocks Trypanosoma brucei hexokinase 1 activity. recombinant TbHK1, G6PDH-coupled NADH A340. inhibition, % at 10 µM. 220,000 compounds, 0.11% hits. AID 1430;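 active = inhibition of 50% or more in the single-dose primary screen; inactive = inhibition below 50%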
BaF3 parental – reduces parental Ba/F3 cell viability, JAK2V617F counter-screen; inhibition, % at 5.6 µM; CellTiter-Glo ATP luminescence; 220,000 compounds, 1.1% hits;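 active = inhibition above a per-campaign cutoff, the mean inhibition of all tested compounds plus 3 SD, cut at about 27% in these data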;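 note: 0% = DMSO wells and 100% = JAK Inhibitor I control wells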
RBBP9 inh – blocks human serine hydrolase RBBP9; recombinant RBBP9, FP-Rh probe fluorescence polarization; 220,000 compounds, 0.2% hits; inhibition, % at 7.94 µM; AID 1515; O75884;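 active = inhibition above the campaign mean of all tested compounds plus 3 SD, cut at about 14% in these data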;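 note: plate controls were DMSO wells with RBBP9 for no effect and wells lacking RBBP9 protein for full effect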
Target sequence (O75884 whole entry, looked up): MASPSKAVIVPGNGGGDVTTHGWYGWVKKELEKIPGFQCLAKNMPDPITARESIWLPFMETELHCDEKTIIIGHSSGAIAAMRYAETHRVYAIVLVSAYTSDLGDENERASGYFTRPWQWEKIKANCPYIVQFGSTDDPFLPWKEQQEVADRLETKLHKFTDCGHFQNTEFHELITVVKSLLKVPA
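System: RBBP9 protein | Quantity: 2.5 µM RBBP9 dispensing solution, before mixing | Reagent: FP-Rh probe, 375 nM dispensing solution | Timing: Enzyme-compound preincubation 30 min, then probe labeling 45 min, 25 °C | Measured by: Fluorescence polarization | Read-out: % inhibition | Replication: One well per compound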
p47phox inh – blocks human p47phox regulatory protein of NADPH oxidases; p47phox/p22phox peptide binding, fluorescence polarization, 2 h; 220,000 compounds, 0.53% hits; P14598; inhibition, % at 24.7 µM; AID 1274;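 active = inhibition above about 30%, limit read from the data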;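 note: 0% = p47phox with labelled peptide and 100% = labelled peptide alone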
Target sequence (P14598 whole entry, looked up): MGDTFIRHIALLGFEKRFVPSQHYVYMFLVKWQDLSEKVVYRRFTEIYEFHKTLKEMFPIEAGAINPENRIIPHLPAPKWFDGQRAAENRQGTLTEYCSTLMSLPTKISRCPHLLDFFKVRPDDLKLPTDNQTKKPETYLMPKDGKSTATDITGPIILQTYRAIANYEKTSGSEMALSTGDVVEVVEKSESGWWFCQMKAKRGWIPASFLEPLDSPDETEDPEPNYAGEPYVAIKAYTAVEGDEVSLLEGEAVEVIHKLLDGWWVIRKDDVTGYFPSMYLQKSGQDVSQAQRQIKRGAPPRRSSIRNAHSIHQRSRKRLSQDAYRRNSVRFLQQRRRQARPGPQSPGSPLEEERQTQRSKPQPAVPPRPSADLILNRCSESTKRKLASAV
EP2 antag – blocks the human prostaglandin E2 receptor EP2 | inhibition, % at 25 µM | C6 glioma cells expressing human EP2, cAMP TR-FRET; cells stimulated with saturating PGE2 | AID 1422 | 260,000 compounds, 0.52% hits;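 active = percent inhibition above 40 after rounding to a whole number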;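 note: rat C6 glioma host cells with rolipram phosphodiesterase inhibitor present; the protocol text gives 20 µM as final concentration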
Target sequence (P43116 whole entry, looked up): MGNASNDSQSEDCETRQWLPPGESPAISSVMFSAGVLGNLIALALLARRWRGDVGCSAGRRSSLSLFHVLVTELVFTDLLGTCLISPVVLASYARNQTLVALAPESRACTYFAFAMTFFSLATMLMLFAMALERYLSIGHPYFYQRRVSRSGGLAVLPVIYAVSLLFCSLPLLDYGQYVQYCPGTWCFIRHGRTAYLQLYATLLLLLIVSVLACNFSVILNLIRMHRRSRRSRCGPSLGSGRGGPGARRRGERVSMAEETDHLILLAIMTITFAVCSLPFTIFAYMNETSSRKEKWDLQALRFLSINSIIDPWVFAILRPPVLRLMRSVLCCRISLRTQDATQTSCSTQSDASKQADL
p97 inhibitor – human p97 ATPase inhibition; inhibition, % at 8 µM; recombinant p97 ATPase, Kinase-Glo ATP luminescence, 3 h; 220,000 compounds, 0.42% hits; in the data active = inhibition above about 15%;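 note: 0% = DMSO vehicle and 100% = wells lacking enzyme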
PPC-1+TRAIL kill – compounds killing PPC-1 cancer cells with TRAIL present (potentiator screen, no TRAIL-free arm). 220,000 compounds, 0.41% hits. cell killing (% activity), % at 4 µM. PPC-1 cells + TRAIL, ATPLite viability luminescence;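 active = cell killing above 50% in the first pass at 4 µM, then a duplicate retest at 5 µM averaging 50% or more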;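 note: plate controls were cells with TRAIL plus DMSO for no effect and medium-only wells lacking cells for full effect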
Ba/F3 V617F tox – lowers viability of Ba/F3 cells expressing EpoR and JAK2V617F; AID 1446; inhibition, % at 5.6 µM; ATP luminescence; 220,000 compounds, 1.1% hits;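 active = inhibition above the campaign mean plus 3 SD over all tested compounds, cut at about 24% in these data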;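 note: cytokine-independent growth of Ba/F3 cells driven by EpoR plus mutant JAK2; 0% = DMSO-treated cells and 100% = JAK inhibitor I control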
* hit, by the source's call; nt = not tested or not shown; & = joins results of further samples; [ ] = remark or other dose. Only part of the results is shown (hit frequency here may not be typical).

no.	Structure	BaF3 parental	Ba/F3 V617F tox	PPC-1+TRAIL kill	Tb hexokinase	EP2 antag	p97 inhibitor	Furin inh	RBBP9 inh	p47phox inh
1	COc1cccc(C(C(=O)NC2CCCCC2)N(CCN2CCOCC2)C(=O)C2COc3ccccc3O2)c1 (stereo unspecified)	-1	-2	8	1	5	7	-19	5	14
2	Cc1ccc(-c2nc(CSc3nc4ccccc4c(=O)n3CCO)cs2)cc1	5	-2	11	25	13	1	-8	3	-16
3	O=C(NCc1cccs1)C1CCCN(S(=O)(=O)c2ccc3c(c2)OCO3)C1 (stereo unspecified)	0	-4	2	-8	18	3	-11	7	-5
4	O=C(CSc1ccc(Br)c2cccc(Cl)c12)Nc1ccc(S(=O)(=O)Nc2nccs2)cc1	7	2	24	5	20	-2	4	-19	-80
5	NC(=O)C1(N2CCCCC2)CCN(S(=O)(=O)c2cc(Cl)ccc2Cl)CC1	3	0	-2	-1	10	3	-25	-7	6
6	CC1=NNC(=O)/C1=C\c1cn(-c2ccccc2)nc1-c1ccc(F)cc1	8	4	22	-12	14	2	-9	-13	2
7	C/C(Cc1ccccc1)=N\NC(=O)CNC(=O)c1ccc(C(C)(C)C)cc1	1	-4	4	3	3	2	-11	-1	4
8	Cc1cc2cc(C)c3nnc(SCC(=O)N4CCCc5ccccc54)n3c2cc1C	5	-1	-9	-12	nt	-8	-2[20 µM]	5	-9

Further records follow.
no.	Structure	BaF3 parental	Ba/F3 V617F tox	PPC-1+TRAIL kill	Tb hexokinase	EP2 antag	p97 inhibitor	Furin inh	RBBP9 inh	p47phox inh
9	CN(C)S(=O)(=O)c1ccc(NC(=O)N2CCOCC2)cc1	3	1	10	-5	8	2	-29	-1	-4
10	O=C(COC(=O)c1n[nH]c(=O)c2ccccc12)c1ccccc1	-1	-3	3	-3	5	2	-5[20 µM]	-5	-13
11	CCN(CC)S(=O)(=O)c1ccc(NC(=O)CCC2CCCCC2)cc1	1	-2	32	1	nt	-9	-12[20 µM]	-6	-23
12	COc1ccc(Cc2nnc(NC(=O)c3ccc(OC)c(OC)c3)s2)cc1OC	2	5	14	2	4&6	-4	-13	-8	6
13	CNc1oc(-c2ccccc2Cl)nc1P(=O)(c1ccccc1)c1ccccc1	5	-6	16	-5	7	-1	-11	-8	-16
14	CCCCNC(=O)C1c2cc(OC)c(OC)cc2C(=O)N(C)C1c1cccs1 (stereo unspecified)	0	0	21	-6	6	3	-13	5	-8
15	CN(C(=O)CSc1nnc(-c2ccco2)n1N)C1CCCCC1	11	5	16	-3	1	1	-21	0	-3
16	CC(=O)OC1COC(OC2C(O)C(C)OC(OC3C(OC4CCC5(C)C(CCC6(C)C5CC=C5C7CC(C)(C)CCC7(C(=O)O)CCC56C)C4(C)CO)OCC(O)C3O)C2O)C(O)C1OC(C)=O (stereo unspecified)	-9	0	9	-11	14	4	-40	1	-8

The list continues:
no.	Structure	BaF3 parental	Ba/F3 V617F tox	PPC-1+TRAIL kill	Tb hexokinase	EP2 antag	p97 inhibitor	Furin inh	RBBP9 inh	p47phox inh
17	COC(=O)CSc1nnc(CNc2ccc(Cl)cc2)n1Cc1ccccc1	5	0	18	31	11	-2	-7	-8	-10
18	Cc1ccc2nc(C)c(C)nc2c1N	0	-4	11	9	10	3	-17	11	-2
19	CN(NC(=O)c1ccccc1)C1=NS(=O)(=O)c2ccccc21	5	3	nt	-7	5	-1	-9	-7	2
20	Cc1ccccc1NC(=O)Cn1nnc2sc3c(c2c1=O)CC(C)(C)OC3	0	0	22	-19	9	-4	6	-9	0
21	O=C(O)CCC(=O)/C=C/c1ccccc1	1	2	10	-17	2	-3	-17	-6	6
22	CC1CCN(C(=O)CCc2nnc(-c3ccccc3)o2)CC1	0	-3	6	0	6	2	-24	-6	1
23	CCc1cc2c(=O)c(Oc3ccccc3F)c(C)oc2c(CN(C)C)c1O	3	-2	6	-33	4	1	-23	-9	-9
24	O=C(Cn1cnc2c(nnn2Cc2ccccc2)c1=O)c1ccc(Cl)cc1	5	-2	nt	-1	6	3	-19	-6	5

(cont.)
no.	Structure	BaF3 parental	Ba/F3 V617F tox	PPC-1+TRAIL kill	Tb hexokinase	EP2 antag	p97 inhibitor	Furin inh	RBBP9 inh	p47phox inh
25	O=C(COC(=O)c1cncc(Br)c1)NCc1ccc(F)cc1	7	-1	5	-1	11	2	-22	-6	-10
26	CN(C)C(=S)NC(=O)C12CC3CC(C)(CC(C)(C3)C1)C2	-2	-3	-4	-7	9	4	-23	-6	-4
27	CCc1nnc(NC(=O)OCc2ccccc2)s1	1	-3	-6	2	5	2	-8[20 µM]	-1	-4
28	COc1cc(NC(=O)c2cccnc2Sc2ccc(Cl)cc2)cc(OC)c1OC	9	1	-2	7	8	4	-8	-2	-10
29	O=C(COc1ccccc1Cl)NC(=S)N1CCc2ccccc21	-6	-1	26	-4	11	-3	-18[20 µM]	1	-14
30	COC(=O)/C=C/c1ccc(-n2cncn2)cc1	1	0	24	-5	-2	1	-21	-10	-10
31	CCOC(=O)Nc1ccc(C)cc1Br	3	-2	6	5	3	0	-27	-7	-4
32	O=C(CN1C(=O)c2cccc3cccc1c23)N1CCN(c2ccccc2)CC1	4	0	-14	-1	12	4	-10[20 µM]	-1	-3

Later entries.
no.	Structure	BaF3 parental	Ba/F3 V617F tox	PPC-1+TRAIL kill	Tb hexokinase	EP2 antag	p97 inhibitor	Furin inh	RBBP9 inh	p47phox inh
33	CCCNC(=O)CSc1nc(-c2cccs2)cc(C(F)(F)F)n1	-2	-4	12	-26	16&8	-2	-2[20 µM]	-4	0
34	CCN(CC)C(=O)Oc1c(Cl)cc(Cl)c2cccnc12	0	0	0	-1	1	1	-18	-4	-5
35	COc1ccc(C)cc1S(=O)(=O)N(C)CC(=O)N1CCC(C(N)=O)CC1	9	1	10	1	8&4	3	-25	1	-9
36	COc1cccc(-c2cc(C(=O)N3CCN(Cc4ccccc4)CC3)no2)c1	5	4	5	-1	6	-7	-15	4	-1
37	CC(C)OCC(O)CN (stereo unspecified)	5	-4	2	-2	8	3	-16	-6	-6
38	Cc1cc(/C=C(\C#N)C(=O)NC2CC2)c(C)[nH]1	5	-4	19	-38	7	8	-13	-8	-16
39	CC1CCCN(CCC(=O)Nc2ccccc2)C1 (stereo unspecified)	13	4	2	1	9	-3	-15	-3	2
40	CCOc1ccc(CCNC(=O)C2CCC(=O)N2C2CCCCC2)cc1OCC (stereo unspecified)	-1	-2	8	-7	13	-6	-21	-9	5

(further entries)
no.	Structure	BaF3 parental	Ba/F3 V617F tox	PPC-1+TRAIL kill	Tb hexokinase	EP2 antag	p97 inhibitor	Furin inh	RBBP9 inh	p47phox inh
41	CC(C)C[C@H](CO)Nc1nc(Nc2cccc(Cl)c2)c2ncn(C(C)C)c2n1	nt	nt	-1	-20	8	nt	-15	nt	-11
42	CCc1cc2cc(C)ccc2nc1SCC(=O)N1CCN(C(=O)c2ccco2)CC1	9	1	4	-8	10	-1	-9	-1	-10
43	COc1cc(NC(=O)c2ccc3c(=O)n(Cc4ccco4)c(=S)[nH]c3c2)cc(OC)c1OC	2	-2	-3	-14	16	2	-23	-6	15
44	O=C(NNC(=O)NC1CCCCC1)NC1CCCCC1	8	2	2	2	7	1	-31	6	-5
45	CCOc1ccccc1NC(=O)c1c(Br)cnn1C	6	5	15	0	3	-7	-4	0	38*
46	Cn1nnnc1SCC(=O)NCc1cc([N+](=O)[O-])ccc1O	7	5	8	-3	4	-2	-8	-4	-9
47	N=c1n(CCN2CCOCC2)c2ccccc2n1Cc1ccccc1Br	4	1	-20	4	9	2	-33	-11	-13
48	O=C(O)CCCC(=O)N1CCc2cc(S(=O)(=O)NCc3ccccc3)ccc21	-1	-2	17	-17	2	9	-12	0	-4

Following part.
no.	Structure	BaF3 parental	Ba/F3 V617F tox	PPC-1+TRAIL kill	Tb hexokinase	EP2 antag	p97 inhibitor	Furin inh	RBBP9 inh	p47phox inh
49	CCNS(=O)(=O)c1ccc(NC(=O)c2ccccc2SCCOC)cc1	3	-2	9	-8	4	-1	-20	2	3
50	COc1ccc(CN(CCCN2CCOCC2)C(=O)Nc2ccccc2)cc1OC	4	1	7	-10	4	2	-23	-6	2
51	Cc1ccc(C)c(NC(=S)/C(=C(\[O-])c2ccc(Cl)s2)[n+]2ccccc2)c1	3	-1	8	-14	0	2	-7	5	-3
52	COC(=O)CNC(=O)C1(C)C=CCN1C(=O)c1ccccc1 (stereo unspecified)	2	-4	13	-5	6	5	-13	6	-1
53	CNC(=S)N/N=C/c1ccc(-c2cccc(C(=O)O)c2)o1	8	7	0	-79	1	-24	2	-8	-7
54	CSC1=N/C(=C/c2cccnc2)C(=O)N1Cc1ccc(Cl)cc1	0	-2	-6	-32	8	-2	-13	-3	-11
55	CCn1cnc2cc(NCc3cccs3)ccc21	4	0	6	-3	4	1	-27	-2	0
56	Clc1ccc(CSc2nnc3ccccn23)c(Cl)c1	3	-2	-18	-3	7	3	-8	-10	-6

Continued:
no.	Structure	BaF3 parental	Ba/F3 V617F tox	PPC-1+TRAIL kill	Tb hexokinase	EP2 antag	p97 inhibitor	Furin inh	RBBP9 inh	p47phox inh
57	Cc1cc(C)cc(N(CC(=O)N2CCC(C)CC2)S(=O)(=O)c2ccccc2)c1	6	-1	18	-8	3	-1	-9[20 µM]	-11	-9
58	CNC(=O)CSc1nnc(-c2cccnc2)n1CCc1ccccc1	2	-3	12	1	4	4	-16	1	1
59	CC(CN1C(C)CCCC1C)OC(=O)c1ccc(Cl)cc1 (stereo unspecified)	1	-1	-6	-1	4	5	-34	0	-3
60	O=C(CCCCCNc1nc(=S)[nH]c2ccccc12)NCc1ccccc1Cl	2	0	-16	-4	13	1	-25	-6	6
61	CN(CC(=O)Nc1ccc(OC(F)(F)F)cc1)C1CCCCC1	4	-3	-3	4	4	-1	-18	-10	1
62	COC(=O)c1ccc2nc(C)cc(Nc3ccc(N(C)C)cc3)c2c1	6	4	4	-25	8	-1	3	-3	1

Rewritten with two lines to a compound: entries from further up
Values in the order: BaF3 parental	Ba/F3 V617F tox	PPC-1+TRAIL kill	Tb hexokinase	EP2 antag	p97 inhibitor	Furin inh	RBBP9 inh	p47phox inh
(51) Cc1ccc(C)c(NC(=S)/C(=C(\[O-])c2ccc(Cl)s2)[n+]2ccccc2)c1
  3	-1	8	-14	0	2	-7	5	-3
(52) COC(=O)CNC(=O)C1(C)C=CCN1C(=O)c1ccccc1 (stereo unspecified)
  2	-4	13	-5	6	5	-13	6	-1
(53) CNC(=S)N/N=C/c1ccc(-c2cccc(C(=O)O)c2)o1
  8	7	0	-79	1	-24	2	-8	-7
(54) CSC1=N/C(=C/c2cccnc2)C(=O)N1Cc1ccc(Cl)cc1
  0	-2	-6	-32	8	-2	-13	-3	-11
(55) CCn1cnc2cc(NCc3cccs3)ccc21
  4	0	6	-3	4	1	-27	-2	0
(56) Clc1ccc(CSc2nnc3ccccn23)c(Cl)c1
  3	-2	-18	-3	7	3	-8	-10	-6
(57) Cc1cc(C)cc(N(CC(=O)N2CCC(C)CC2)S(=O)(=O)c2ccccc2)c1
  6	-1	18	-8	3	-1	-9[20 µM]	-11	-9
(58) CNC(=O)CSc1nnc(-c2cccnc2)n1CCc1ccccc1
  2	-3	12	1	4	4	-16	1	1
(59) CC(CN1C(C)CCCC1C)OC(=O)c1ccc(Cl)cc1 (stereo unspecified)
  1	-1	-6	-1	4	5	-34	0	-3
